High-throughput results deposited in PubChem by several laboratories.
GDH-TPI counter: counter-screen for M. tuberculosis FBA inhibitors: GDH-TPI coupled enzymes | 360,000 compounds, 1.2% hits | inhibition, % at 4.8 µM | GDH-TPI coupled enzyme counterscreen, NADH absorbance; in the data active = inhibition above about 30%;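 also: 0% = DMSO wells and 100% = wells lacking the enzyme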
FadD28 binding: M. tuberculosis FadD28 bisubstrate binding inhibition; FadD28 bisubstrate probe binding, fluorescence polarization; AID 588549; 360,000 compounds, 0.22% hits; inhibition, % at 12.5 µM; in the data active = inhibition above about 8.5%, passing the limit was not always enough; inconclusive = no clear call, values can overlap the other calls
PrPC TRFRET: inhibitors of human cell surface prion protein PrPC; inhibition, % at 13.8 µM; TR-FRET read-out; P04156; 370,000 compounds, 0.43% hits; in the data active = inhibition above about 24%; also: 0% = median of the test wells and 100% = reference compound wells
Mtb FBA inh: inhibitors of M. tuberculosis fructose-bisphosphate aldolase; P9WQA3; purified M. tuberculosis FBA, fluorescence read-out; inhibition, % at 1 µM; 360,000 compounds, 2.3% hits; AID 588726; in the data active = inhibition above about 27%;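 also: 0% = vehicle and 100% = reference inhibitor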
Rv3671c protease: inhibits the M. tuberculosis serine protease Rv3671c; inhibition, % at 5.96 µM; 320,000 compounds, 0.048% hits; AID 2606; P9WHR9; in the data active = inhibition above about 38%;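 also: extracellular domain of Rv3671c used as enzyme; 0% = enzyme with DMSO and 100% = no enzyme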
Target sequence (P9WHR9 whole entry, looked up, the tested form may be a part): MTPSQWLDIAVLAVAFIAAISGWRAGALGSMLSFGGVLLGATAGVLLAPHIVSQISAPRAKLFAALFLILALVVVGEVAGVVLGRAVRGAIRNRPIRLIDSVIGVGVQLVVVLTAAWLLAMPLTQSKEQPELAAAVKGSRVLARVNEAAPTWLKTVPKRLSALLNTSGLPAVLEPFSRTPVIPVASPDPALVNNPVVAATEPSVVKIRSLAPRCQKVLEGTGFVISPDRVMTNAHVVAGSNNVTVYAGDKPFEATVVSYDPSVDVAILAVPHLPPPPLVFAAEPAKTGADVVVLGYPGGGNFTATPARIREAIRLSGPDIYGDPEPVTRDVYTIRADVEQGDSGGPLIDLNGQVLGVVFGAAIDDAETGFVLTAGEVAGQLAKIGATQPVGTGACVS
MazEF act: activators of E. coli MazEF toxin-antitoxin RNase; activation, % at 20 µM; FAM/BHQ RNA-DNA oligo cleavage fluorescence, 5 h; 350,000 compounds, 0.32% hits; P0AE70; in the data active = activation above about 50%
Target sequence (P0AE70 whole entry, looked up): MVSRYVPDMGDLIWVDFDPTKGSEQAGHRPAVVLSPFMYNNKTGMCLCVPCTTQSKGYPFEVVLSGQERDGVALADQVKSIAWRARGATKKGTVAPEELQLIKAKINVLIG
BoNT-F LC inh: blocks Botulinum neurotoxin F light chain protease. inhibition, % at 10 µM. Multiplex microsphere protease cleavage assay, flow cytometry. 360,000 compounds, 0.22% hits; in the data active = inhibition above about 35%, passing the limit was not always enough; inconclusive = no clear call, values can overlap the other calls; also: plate controls were buffer without enzyme for full effect and enzyme alone for no effect
Mtb BioA inh: inhibitors of Mycobacterium tuberculosis BioA enzyme. purified M. tuberculosis BioA enzyme, plate reader. inhibition, % at 9.99 µM. 360,000 compounds, 0.096% hits; in the data active = inhibition above about 40%; inconclusive = no clear call, values can overlap the other calls
UGM FP inh: inhibitors of M. tuberculosis UDP-galactopyranose mutase | purified UGM, fluorescence polarization probe displacement | 320,000 compounds, 0.06% hits | P9WIQ1 | inhibition, % at 10 µM; in the data active = inhibition above about 10%, passing the limit was not always enough; inconclusive = no clear call, values can overlap the other calls
Target sequence (P9WIQ1 whole entry, looked up): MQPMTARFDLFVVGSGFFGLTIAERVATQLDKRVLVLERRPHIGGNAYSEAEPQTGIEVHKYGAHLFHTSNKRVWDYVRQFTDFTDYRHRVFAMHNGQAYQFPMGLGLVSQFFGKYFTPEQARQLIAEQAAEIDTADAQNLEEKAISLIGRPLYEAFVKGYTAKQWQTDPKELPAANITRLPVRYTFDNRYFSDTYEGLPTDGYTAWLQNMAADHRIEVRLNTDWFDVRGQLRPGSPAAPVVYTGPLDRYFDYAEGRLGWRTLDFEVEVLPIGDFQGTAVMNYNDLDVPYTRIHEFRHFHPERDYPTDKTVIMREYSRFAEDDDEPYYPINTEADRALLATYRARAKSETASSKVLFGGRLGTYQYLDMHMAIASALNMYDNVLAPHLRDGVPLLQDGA
The depositor's hits bear a star; ? = inconclusive; . = no result given; + = active, no number.

SMILES	GDH-TPI counter	FadD28 binding	PrPC TRFRET	Mtb FBA inh	Rv3671c protease	MazEF act	BoNT-F LC inh	Mtb BioA inh	UGM FP inh
N#Cc1cc2c(nc1SCc1ccc(Cl)cc1)CCCC2	7.3	-5.4	3.7	3.0	1.2	7.3	1.3	-1.7	1.6
O=C(CS(=O)CC(=O)NC12CC3CC(CC(C3)C1)C2)Nc1ccc(F)cc1 (stereo not given)	1.5	1.7	6.1	-1.9	-5.5	9.0	-3.1	-3.5	-4.7
CCOC(=O)/C(=C\c1ccccc1)C(=O)CCN1CCOCC1	-7.8	-3.1	1.2	-1.7	.	-4.9	3.2	.	.
CCCN(C(=O)c1nc2nc(C)cc(C)n2n1)c1c(N)n(Cc2ccccc2)c(=O)[nH]c1=O	4.8	-2.6	2.8	-1.6	-8.6	2.8	-2.6	-1.6	-2.4
CCOc1ccccc1Nc1ccc(C(=O)O)cc1[N+](=O)[O-]	5.0	-0.2	1.1	-6.2	0.4	7.6	-7.7	-0.1	2.2
Cc1ccc(OCCCCN2CCC(C)CC2)cc1	-5.2	-2.7	.	6.2	-5.8	-0.3	0.0	-1.2	0.3
CCN1CCn2c3c(c4cc(C)ccc42)CCCC31 (stereo not given)	19.1	-1.2	-7.6	11.3	-5.8	2.2	-11.4	4.6	0.0
Cc1cc2c(cc1C)-c1c(ssc1=Nc1ccc(S(N)(=O)=O)cc1)C(C)(C)N2	4.1	1.2	10.0	0.1	9.7	21.3	-10.9	.	-3.6
CC1(C)Nc2ccccc2C(=O)N1c1ccc(Br)cc1	4.0	0.7	6.2	5.6	7.2	12.5	1.6	.	-0.3
O=C(CCl)Nc1cccn2ncnc12	-5.0	0.1	-1.2	-3.5	-2.8	5.2	-2.7	.	1.4

Sorted by SMILES length (low to high): some entries from above
SMILES	GDH-TPI counter	FadD28 binding	PrPC TRFRET	Mtb FBA inh	Rv3671c protease	MazEF act	BoNT-F LC inh	Mtb BioA inh	UGM FP inh
O=C(CCl)Nc1cccn2ncnc12	-5.0	0.1	-1.2	-3.5	-2.8	5.2	-2.7	.	1.4
N#Cc1cc2c(nc1SCc1ccc(Cl)cc1)CCCC2	7.3	-5.4	3.7	3.0	1.2	7.3	1.3	-1.7	1.6
Cc1cc2c(cc1C)-c1c(ssc1=Nc1ccc(S(N)(=O)=O)cc1)C(C)(C)N2	4.1	1.2	10.0	0.1	9.7	21.3	-10.9	.	-3.6

(more compounds)
SMILES	GDH-TPI counter	FadD28 binding	PrPC TRFRET	Mtb FBA inh	Rv3671c protease	MazEF act	BoNT-F LC inh	Mtb BioA inh	UGM FP inh
CCCCC(=O)N1CC(=O)Nc2ccc(F)cc2C1c1ccc(F)cc1 (stereo not given)	5.6	-0.5	-6.7	-0.4	4.6	10.8	-7.9	5.1	-1.8
CC1(c2nnc(-c3ccc(Cl)cc3)o2)CC(c2ccc([N+](=O)[O-])cc2)=NO1 (stereo not given)	-7.0	-1.1	-7.9	0.3	-0.8	6.7	-1.0	-0.1	-1.2
COc1ccc(OCCNC(=O)c2cccc(Oc3ccc(C(F)(F)F)cc3[N+](=O)[O-])c2)cc1	1.5	-0.7	1.9	-3.2	8.1	-4.9	-1.0	-0.9	-2.7
COc1ccc(/C=N/NC(=O)c2ccccc2[N+](=O)[O-])cc1CN1CCc2cc(OC)c(OC)cc2C1C (stereo not given)	0.0	-4.6	-17.3	-5.8	1.5	11.8	-0.1	.	-0.6
C=C(C)C1CC=C(CN2CC(C)OC(C)C2)CC1 (stereo not given)	-9.7	-1.3	4.2	2.1	1.2	2.0	3.0	0.2	1.0
COc1ccc(NC(=O)CC2(CC(=O)O)CCCC2)cn1	5.0	-1.9	6.8	18.2	5.9	5.4	-4.2	-2.5	0.9
CCOC(=O)C1C2C=CC3(CN(Cc4ccco4)C(=O)C13)O2 (stereo not given)	2.5	0.1	0.7	5.3	3.9	6.6	10.0	-0.9	-2.2
Cc1cccc(OCC(O)CN2CCOCC2)c1 (stereo not given)	-7.7	-2.4	4.8	0.8	.	12.1	-5.6	-0.2	-2.0
CC(Sc1ccc(Cl)cc1)C(=O)Nc1ccccc1C(=O)N1CCOCC1 (stereo not given)	-3.1	-3.6	5.5	4.3	-6.3	-0.2	0.1	-0.2	-2.0
O=C1CC(Cc2ccc(Cl)cc2)C(=O)N1c1cc(Cl)ccn1 (stereo not given)	-4.8	-3.8	6.1	-4.0	-9.3	9.8	?	.	8.2
CC(=O)NC(Cc1ccc(F)c(F)c1)C(=O)NC1CCN(S(=O)(=O)c2ccc(C)cc2)CC1 (stereo not given)	-6.7	.	6.3	3.2	.	3.7	-0.3	-0.4	.
CCN1CCN(c2ccc(NC(=O)CCc3c(C)nc4c(-c5ccc(F)cc5)c(C)nn4c3C)cc2)CC1	-9.3	-4.7	-17.1	0.5	3.7	5.7	-35.0	.	-1.8
O=C1OC(c2ccccc2)=N/C1=C\N1CCCCC1	41.4*	1.0	-3.8	-3.0	-2.6	7.3	-0.3	0.5	0.4
C[C@@H]1COC(=O)[C@@H](CC(=O)OC(C)(C)C)C/C=C\C[C@@H](CC(=O)N(CCO)Cc2ccccc2)C(=O)N1	-1.8	-2.0	-4.8	-1.6	5.2	-7.0	-1.0	-0.4	1.1
CN(C)C(=S)NC(=O)C12CC3CC(C)(CC(C)(C3)C1)C2	7.1	-1.9	0.9	-1.0	-4.2	8.9	1.8	.	4.9
O=C(Nn1cnc2ccccc2c1=O)c1ccccc1[N+](=O)[O-]	0.0	-4.3	4.4	-1.8	9.2	1.8	-5.0	.	-2.7
CCCOc1ccc(N2C(=O)CC(SC(=NCC)Nc3cccc(F)c3)C2=O)cc1 (stereo not given)	2.6	1.8	4.8	0.7	0.0	-6.3	-5.4	1.0	1.2
COc1ccccc1C(=O)N1CCNC(=O)C1CC(=O)Nc1cccc(C)c1 (stereo not given)	5.0	0.8	6.0	0.5	2.0	4.3	-4.6	-1.5	2.3
COc1cc(C)ccc1OCCCOc1ccccc1Cl	8.3	-0.7	3.8	-2.2	8.7	-13.2	-17.5	-0.2	-2.1
Cc1cc(Cl)ccc1C(=O)C1CCCN(C2CCSCC2)C1 (stereo not given)	3.1	0.3	-2.0	-0.3	9.1	4.6	2.2	-0.9	-0.4
O=[N+]([O-])c1ccc(COc2ccc(Br)cc2CN2CCOCC2)cc1	5.0	-1.6	-17.3	1.6	-5.5	3.5	4.0	.	0.5
O=C(c1nnc(Cc2ccc(Cl)cc2)o1)N1CCOCC1	8.1	-3.1	1.3	-1.6	4.0	-5.1	-13.0	-0.8	-0.2
COC(=O)c1cccnc1Oc1ccccc1	5.2	-2.4	2.9	-2.7	-6.4	1.0	5.4	-0.8	-0.5
CCCC(=O)NC(=S)Nc1cccc2c(O)cccc12	13.6	-1.0	5.3	2.3	9.3	-3.2	-3.5	1.0	-1.5
CC12CNCC(C)(CNC1)C2O (stereo not given)	-0.8	-3.0	7.2	0.8	11.6	0.4	-2.3	0.5	3.4
CCOC(=O)C1CCCN(S(=O)(=O)c2cc3c(cc2Cl)NC(=O)CO3)C1 (stereo not given)	-5.9	-1.9	-7.9	0.5	1.1	-5.5	-1.4	-1.7	-0.3
O=C(c1ccccc1)c1ccc(Cn2cc(CCCO)nn2)cc1	4.0	-2.8	10.8	-1.1	2.4	4.0	2.3	-0.3	2.5
Cc1cccc(OCC(=O)NCc2nnc3ccc(C(F)(F)F)cn23)c1C	7.5	-0.7	3.3	3.6	-8.0	-3.0	11.2	-1.8	-1.3
COc1ccc(S(=O)(=O)N(NC2=NS(=O)(=O)c3ccccc32)C(=O)C(C)C)cc1	11.2	-1.2	8.2	1.5	1.5	-7.8	-2.1	-1.4	-1.1
O=C(/C=C/c1ccc(O)c(O)c1)OC(Cc1ccc(O)c(O)c1)C(=O)O (stereo not given)	16.7	0.6	-4.9	1.3	-3.1	-5.6	-3.4	-4.0	0.9
COCCN(C(=O)CCl)C(C(=O)NC1CCCCC1)c1ccccc1C (stereo not given)	7.0	-0.8	-0.2	-2.6	3.6	9.3	4.7	1.0	0.9
CCOC(=O)N1CCN(C(=O)C2CCN(S(=O)(=O)c3ccc(OC)cc3)CC2)CC1	1.6	-3.4	7.0	-3.0	0.5	7.7	-1.9	.	2.4
COc1cccc(C(=O)NCCCNC(=O)c2cccnc2)c1	0.8	-1.2	-4.5	2.3	-8.7	9.4	11.0	3.5	-2.8
Cc1cccc(N(C(=O)c2csnn2)C(C(=O)NC(C)(C)C)c2ccncc2)c1 (stereo not given)	4.9	0.4	4.0	4.2	-3.2	6.3	-14.7	-0.5	-1.0
[O-]c1n[n+](-c2ccc(Cl)cc2Cl)cc2ccccc12	3.5	-1.5	-11.3	4.7	-12.9	-7.4	10.9	3.9	0.1
CCOc1ccc(OCc2ccc(C(=O)N(CC)CC)cc2)cc1	-5.8	-2.2	3.2	-1.0	10.0	3.3	-1.9	.	3.7
CCCN1C(=S)c2ccccc2C1c1ccccc1 (stereo not given)	6.8	-2.4	0.0	3.8	-1.7	2.0	21.3	4.3	-0.4
Cc1ccc(N2CC(C(=O)N3CCC(C(=O)Nc4nnc(C(C)C)s4)CC3)CC2=O)cc1 (stereo not given)	7.6	-0.5	4.0	-0.3	-8.8	3.3	20.8	1.0	6.7
CN(Cc1cccs1)C(=O)Cc1c[nH]c2ccccc12	-5.0	-3.4	2.1	0.0	7.7	4.0	1.7	.	0.5
COc1ccc(C2=Nn3c(nnc3-c3ccco3)SC2)cc1	27.8	-1.9	-4.5	0.0	-8.3	-4.2	-8.6	4.9	-0.5

Among those listed so far, these contain a tert-butyl group.
SMILES	GDH-TPI counter	FadD28 binding	PrPC TRFRET	Mtb FBA inh	Rv3671c protease	MazEF act	BoNT-F LC inh	Mtb BioA inh	UGM FP inh
C[C@@H]1COC(=O)[C@@H](CC(=O)OC(C)(C)C)C/C=C\C[C@@H](CC(=O)N(CCO)Cc2ccccc2)C(=O)N1	-1.8	-2.0	-4.8	-1.6	5.2	-7.0	-1.0	-0.4	1.1
Cc1cccc(N(C(=O)c2csnn2)C(C(=O)NC(C)(C)C)c2ccncc2)c1 (stereo not given)	4.9	0.4	4.0	4.2	-3.2	6.3	-14.7	-0.5	-1.0

Later entries
SMILES	GDH-TPI counter	FadD28 binding	PrPC TRFRET	Mtb FBA inh	Rv3671c protease	MazEF act	BoNT-F LC inh	Mtb BioA inh	UGM FP inh
Cc1ccc(C(=O)N/N=c2\oc3ccccc3cc2C(N)=O)cc1	0.4	-3.9	-34.0	0.6	9.3	8.7	14.7	-1.4	0.1
CC(C(=O)Nc1ccc([N+](=O)[O-])cc1Cl)N1CCN(S(=O)(=O)c2cccs2)CC1 (stereo not given)	9.1	-0.6	-8.9	2.5	-15.8	0.2	1.1	-1.4	-1.1
COc1ccc(NC(=O)c2cc(OC)c(OC)c(OC)c2Br)cc1OC	13.6	0.4	-2.3	2.2	-5.4	0.4	-4.7	1.6	0.3
COc1cccc(OCCOCCOc2ccc(C)cc2[N+](=O)[O-])c1	-6.4	-4.0	-4.2	-5.4	2.3	-6.0	-1.2	.	3.0
O=C(CCC(=O)N1CCCc2ccccc21)N1CCN(S(=O)(=O)c2ccccc2)CC1	7.5	-3.5	19.1	0.7	2.8	-9.3	0.4	0.6	-0.1
Cc1c(C)c2c(OCC(=O)NCC(=O)NCC(=O)O)cc3c(c2oc1=O)CCC(C)(C)O3	11.6	-3.0	-8.2	+	-5.3	8.4	28.9	0.3	-1.1
C#CCOCCOCCOCCNc1nc(N2CCOCC2)nc(N2CCN(C(=O)[C@H](CCCCN)n3cc(CCCC)nn3)CC2)n1	-7.4	-3.1	0.9	-1.1	.	13.7	-13.0	0.4	.
O=C1Cc2c(-c3ccccc3)cc(-c3cccc(Cl)c3)nc2-c2ccccc2N1	6.0	-0.1	2.8	2.6	.	-19.1	-4.4	.	.
COCCNC(=O)C1(C)CCCN(CCOc2ccc(Cl)cc2)C1 (stereo not given)	-4.9	-1.5	-9.0	-0.7	.	.	3.6	1.4	.
O=[n+]1cc(-c2cccc3ccccc23)n([O-])c2c1CCC2	0.8	0.2	-6.9	-0.4	4.0	9.9	7.0	-1.1	-0.3
C/C(=N\NS(=O)(=O)c1ccc(C)cc1)c1cccs1	16.3	-2.0	-2.2	-7.6	-5.3	2.8	-7.8	-1.4	1.4
CCCS(=O)(=O)NCc1cn2cccc(C)c2n1	5.8	-1.2	10.3	0.8	3.3	2.3	-15.5	-1.0	1.8
